Screening data from PubChem BioAssay.
NTMT1 inhibitor – NTMT1 methyltransferase inhibition; Q9BV86; NTMT1 MTase-Glo SAH luminescence, purified enzyme; Potency, µM (series often up to 114 µM), without a hit: at the top dose activity change, negative = inhibition, actives largely listed as inhibitors; 2.5% of 59,000 active; AID 1645870; active = well fitted inhibition curve with a large enough effect; inconclusive = small, poorly fitted or top-dose-only effect;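 note: plate controls were DMSO vehicle for no effect and no enzyme for full effect; nearly all actives have a fitted effect of over 65% in size; many of its hits are not listed in these tables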
Target sequence (Q9BV86 whole entry, looked up): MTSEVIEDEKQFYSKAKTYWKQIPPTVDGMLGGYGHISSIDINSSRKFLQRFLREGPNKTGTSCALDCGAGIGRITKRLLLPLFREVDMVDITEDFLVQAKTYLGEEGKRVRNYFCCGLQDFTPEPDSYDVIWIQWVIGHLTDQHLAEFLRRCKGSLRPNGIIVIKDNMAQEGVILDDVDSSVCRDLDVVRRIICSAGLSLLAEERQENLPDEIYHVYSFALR
The depositor's hits bear a star; ? = inconclusive; [ ] = another dose, or the depositor's remark. Potency is the fitted concentration of half-maximal effect. Only part of the results is shown (hit frequency here may not be typical).

Compound	NTMT1 inhibitor
NC(=O)C1CCN(c2nc(-c3ccc(Br)cc3)cs2)CC1	-19.5%[379 µM]
C[C@H]1CN(S(=O)(=O)c2c(F)cccc2F)CCN1S(=O)(=O)c1ccc2c(c1)OCCO2	6.3%[57.5 µM]
CN(CC(=O)Nc1ccc(N2CCOCC2)cc1)Cc1c(O)ccc2ccccc12	-24.6%
CN1CCCC1CCNc1ncnc2ccc(-c3ccc4c(c3)OCO4)cc12 (stereo not given)	-29.1%[57.5 µM]
CS(=O)(=O)c1ccc(C(=O)OCC(=O)N2CCC(c3ccccc3)CC2)cc1[N+](=O)[O-]	12.1%
CC[C@H]1OC(=O)[C@H](C)[C@@H](O[C@H]2C[C@@](C)(OC)[C@@H](O)[C@H](C)O2)[C@H](C)[C@@H](O[C@@H]2O[C@H](C)C[C@H](N(C)C)[C@H]2O)[C@](C)(O)C[C@@H](C)CN(C)[C@H](C)[C@@H](O)[C@]1(C)O	13.5%
N#Cc1ccc(CSc2nc3ncc(Br)cc3[nH]2)cc1	?
CC1(C)O[C@@H]2C[C@H]3[C@@H]4CCC5=CC(=O)C=C[C@]5(C)[C@H]4[C@@H](O)C[C@]3(C)[C@]2(C(=O)CO)O1	14.0%
COc1cc(O)c(C(CC(=O)N2CC(C)OC(C)C2)c2ccc3c(c2)OCO3)c(OC)c1 (stereo not given)	0.4%
CO[C@H]1/C=C/O[C@@]2(C)Oc3c(C)c(O)c4c(O)c(c(/C=N/N5CCN(C)CC5)c(O)c4c3C2=O)NC(=O)/C(C)=C\C=C\[C@H](C)[C@H](O)[C@@H](C)[C@@H](O)[C@@H](C)[C@H](OC(C)=O)[C@@H]1C	?
C=CC[N+]1([C@H]2C[C@H]3[C@@H]4CC[C@H]5C[C@H](O)[C@@H](N6CCOCC6)C[C@]5(C)[C@H]4CC[C@]3(C)[C@H]2OC(C)=O)CCCC1	-1.5%
Cc1ccc(C(=O)NCC(=O)OC(C(=O)Nc2cc(C(F)(F)F)ccc2Cl)c2ccccc2)cc1 (stereo not given)	2.9%
COc1cccc(C2c3c(ncn(-c4ccccc4C#N)c3=N)Oc3ccc4ccccc4c32)c1 (stereo not given)	79.4µM*
O=C(CNC(=O)c1ccc(-c2ccccc2)cc1)OC(C(=O)Nc1cc(C(F)(F)F)ccc1Cl)c1ccccc1 (stereo not given)	8.4%
COC(=O)c1ccc(O)c2ncc(-c3ccc(C(=O)NCCCN(C)C)cc3)cc12	?
c1csc(CNc2ncnc3ccc(-c4ccc5c(c4)OCCO5)cc23)c1	?
Cc1cc2c(s1)c1cnn(Cc3cc(OC(F)(F)F)ccc3F)c(=O)c1n2C	3.5%[57.5 µM]
CCCCNc1nc(C)nc2c1nc(-c1ccccc1)n2CC(C)(C)CN(C)C	-1.3%
Cc1cc(N[S+](=O)([O-])c2ccc(NC(=O)Cc3ccccc3Cl)cc2)no1	14.4%
CC(=O)c1ccc(NC(=O)Nc2nnc(-c3ccncc3)s2)cc1	2.7%[57.5 µM]
CONC(=O)Nc1ccc(-c2sc3c(c2CN(C)Cc2ccccc2)c(=O)n(-c2ccccc2)c(=O)n3Cc2c(F)cccc2F)cc1	10.2%
CCc1nn2c(=O)cc(NC3CNC3)nc2s1	5.2%
Cc1ccccc1S(=O)(=O)N1CCc2cc(-c3nc(NC(=O)Cc4ccc5c(c4)OCO5)sc3C)ccc21	27.0%
Cc1ccc(OCCn2c(CCNC(=O)C3CCC3)nc3ccccc32)cc1	-2.5%

Of the compounds above, two have an aryl methoxy group:
Compound	NTMT1 inhibitor
COc1cc(O)c(C(CC(=O)N2CC(C)OC(C)C2)c2ccc3c(c2)OCO3)c(OC)c1 (stereo not given)	0.4%
COc1cccc(C2c3c(ncn(-c4ccccc4C#N)c3=N)Oc3ccc4ccccc4c32)c1 (stereo not given)	79.4µM*

Continued:
Compound	NTMT1 inhibitor
COc1ccc(CN(Cc2ccccc2)C(=O)c2ccccc2)cc1COc1ccc(NC(C)=O)cc1	8.4%
Cc1ccc(-c2ccc(=O)n(CC(=O)NCCCc3ccccc3)n2)cc1	7.2%
Cc1cc(NS(=O)(=O)c2ccc3c(c2)CCC(=O)N3)ccc1Cl	-0.5%[57.5 µM]
CCOC(=O)c1ccc(-n2cnc3c(c2=N)C(c2cccc(OC)c2)c2c(ccc4ccccc24)O3)cc1 (stereo not given)	6.1%
Cc1ccc(OCCn2c(CCNC(=O)c3ccc4ccccc4c3)nc3ccccc32)cc1	1.4%[57.5 µM]
Cc1ccnc(NC(=S)N2CCN(c3cccc(N(C)C)c3)CC2)c1	-25.1%
COc1cccc(CN2C(=O)c3ccccc3NC2c2ccc(OC)c(COc3ccc(NC(C)=O)cc3)c2)c1 (stereo not given)	36.8%[activator]
CC(=O)c1cccc(-c2ccc(-c3nc4ccccc4c(=O)[nH]3)o2)c1	-12.8%
COc1ccc(C(=O)N(Cc2ccccc2)Cc2ccccc2)cc1COc1ccc(NC(C)=O)cc1	3.0%
Cc1ccnc(NC(=S)N2CCCc3ccc(C(F)(F)F)cc32)c1	-6.3%
O=C(Nc1ccc(F)c(F)c1)Nc1nnc(-c2ccncc2)s1	?
Cc1ccnc(NC(=S)Nc2cccc([S+](=O)([O-])Nc3ccccc3F)c2)c1	?
COc1cccc(C2c3c(ncn(-c4ccc(F)cc4)c3=N)Oc3ccc4ccccc4c32)c1 (stereo not given)	3.4%
CCOC(=O)C1CCN(C(=O)C2(NC(=O)Nc3ccccc3Cl)CCCC2)CC1	10.1%[57.5 µM]
O=C1CCCC2=C1C(c1[nH]ncc1Cl)N=C(Nc1ccccn1)N2 (stereo not given)	9.5%[57.5 µM]
CS(=O)(=O)c1ccc(C(=O)OCC(=O)N2CCN(C3CCCCC3)CC2)cc1[N+](=O)[O-]	-4.9%
O=C([C@H](Cc1ccc(O[S+](=O)([O-])c2cccnc2)cc1)N[S+](=O)([O-])c1ccccn1)N1CCN(c2ccccc2)CC1	1.3%
Fc1cc(Cl)cc(-c2ccc(CNc3nc(-c4ccccc4C(F)(F)F)nc4ccccc34)cc2)c1	8.9%
O=C1c2ccccc2NC(c2ccc(-c3ccccc3F)o2)N1O (stereo not given)	10.0%
O=[S+]([O-])(Nc1nccs1)c1ccc(NCc2cc(F)cc(Cl)c2O)cc1	-9.3%
O=C(OCC#CCSc1nnc(-c2cccc3ccccc23)o1)c1ccncc1	17.0%
Cc1ccc(NC(=O)c2ccc3c(c2)OCCO3)cc1NC(=O)c1ccc2nc(OCCN3CCCC3)ccc2c1	-6.3%[57.5 µM]
O=C(Nc1cccc2c1cnn2-c1ccc(F)cc1)c1ccccn1	-0.1%[57.5 µM]
C[C@H](NC(=O)CCC(F)(F)F)C(=O)N[C@@H]1C(=O)N(CCO)c2ncccc2-c2ccccc21	14.0%
Cc1cc2c(s1)c1cnn(Cc3cccc([N+](=O)[O-])c3)c(=O)c1n2C	?
O=C(CSc1nc(-c2ccc(F)cc2)nc2c1Cc1ccccc1O2)Nc1ccc(F)cc1	10.5%
Cc1c(Cl)cccc1S(=O)(=O)Nc1nc(CCN2CCOCC2=O)cs1	1.4%
Cc1ccc(NS(=O)(=O)c2cc3c(cc2NCC(C)(C)O)NC(=O)CC3)cc1C	-8.1%
CO[C@H]1O[C@@H]2O[C@@]3(C)CC[C@H]4[C@H](C)CC[C@@H]([C@H]1C)[C@@]24OO3	1.3%
Cc1ccc(NS(=O)(=O)c2cc3c(cc2N2CCCCC2)NC(=O)CC3)cc1C	-2.6%
COc1ccccc1NS(=O)(=O)c1ccc2c(c1)CCC(=O)N2	1.0%
Cc1ccc(NS(=O)(=O)c2ccc3c(c2)C2C=CCC2C(c2ccc(C(=O)O)cc2)N3)cc1C (stereo not given)	25.1µM*
Cc1ccc(OCCn2c(CCNC(=O)CCc3ccccc3Br)nc3ccccc32)cc1	5.0%
Cc1cccc([S+](=O)([O-])NC2CCN(C#N)CC2)c1	9.7%
CC(=O)Nc1sc2c(c1-c1ccc3c(c1)OCCO3)CCNC2	-5.5%
CC(C)c1ccccc1-c1ncc(F)c(NCc2ccc(-c3ccn[nH]3)cc2)n1	8.2%
Cc1ccc(NS(=O)(=O)c2cc3c(cc2F)NC(=O)CC3)cc1C	8.3%
O=C(CN1C(=O)N/C(=C\c2cccn2-c2cccc(C(=O)O)c2)C1=O)Nc1ccccc1F	-4.5%[57.5 µM]
Cc1csc(CNc2ncnc3ccc(-c4cccc(Cl)c4)cc23)c1	6.3%
Cc1nc2ccccn2c1C(O)(c1ccccc1)c1ccccc1	2.2%[57.5 µM]
O=C(O)c1ccccc1-c1ccc(/C=c2\sc3nc4cc(Br)cnc4n3c2=O)o1	35.5µM*
Cc1cc(C)c(-c2nnc(NC(=O)Nc3ccc4ccccc4c3)s2)c(C)c1	16.3%
CCCn1c(C)nc2c(N(CCN(C)C)Cc3ccccc3)nc(C)nc21	-6.0%
COc1cncc(NC(=O)c2cccs2)c1	3.2%[57.5 µM]
Cc1ccc2nc3sc(C(=O)NC4CCC(O)CC4)cc3cc2c1 (stereo not given)	?
O=C(CN1C(=O)N/C(=C\c2cn(-c3cccc(C(=O)O)c3)cn2)C1=O)Nc1ccc(Cl)cc1	-12.7%
CC1=C(C(=O)Nc2nccs2)C(c2ccccc2Br)N=C(Nc2nc3ccccc3o2)N1 (stereo not given)	16.5%
Cc1cccc(C2N=C(Nc3nc4ccccc4o3)NC3=C2C(=O)CCC3)c1 (stereo not given)	15.6%

Given as labelled records: entries from further up
> O=C(CN1C(=O)N/C(=C\c2cccn2-c2cccc(C(=O)O)c2)C1=O)Nc1ccccc1F
  NTMT1 inhibitor = -4.5%[57.5 µM]

> CC1=C(C(=O)Nc2nccs2)C(c2ccccc2Br)N=C(Nc2nc3ccccc3o2)N1 (stereo not given)
  NTMT1 inhibitor = 16.5%

(continued)
Compound	NTMT1 inhibitor
Brc1ccccc1-c1nc(NCc2ccc(-c3cccnc3)cc2)c2ccccc2n1	15.7%
O=c1c(-c2ccc(O)cc2)coc2c([C@@H]3O[C@H](CO)[C@@H](O)[C@H](O)[C@H]3O)c(O)ccc12	13.4%
N#Cc1cccc(-c2ccc(CNc3nc(-c4ccccc4C(F)(F)F)nc4ccccc34)cc2)c1	11.1%
C[C@H]1O[C@H](O[C@H]2[C@H](O)[C@@H](O)[C@@H](O[C@H]3[C@H](O)[C@@H](O)C(O)O[C@@H]3CO)O[C@@H]2CO)[C@H](O)[C@@H](O)[C@@H]1N[C@H]1C=C(CO)[C@@H](O)[C@H](O)[C@H]1O (stereo not given in full)	0.2%
CCOc1ccc(CCNC(=O)C2CCCCC2)cc1OCC	12.5%
Cc1c(C(=O)OCC2CCCO2)[nH]c2c1C(=O)CCC2 (stereo not given)	-0.3%[57.5 µM]
OCCOc1ccc(/C(=C(/CCCl)c2ccccc2)c2ccccc2)cc1	13.8%
Cc1ccc(CNc2ccc(N3CCCCC3)cc2)cc1	-28.2%
CCN1CCN(C(c2ccc(Cl)cc2)c2ccc(Cl)cc2)CC1	6.1%
O=C(Nc1ccc(F)c(C(F)(F)F)c1)Nc1nnc(-c2ccncc2)o1	13.9%
CC(C)(C)OC(=O)N1CCN(c2ccc(NCc3ncc(-c4ccc(C#N)cc4)s3)cc2)CC1	-1.3%[57.5 µM]
CC1(C)CC[C@]2(C(=O)O)CC[C@]3(C)C(=CC[C@@H]4[C@@]5(C)C[C@@H](O)[C@H](O)C(C)(C)[C@@H]5CC[C@]43C)[C@@H]2C1	17.9%
CCc1c(C)sc(NC(=O)C2CCCCC2C(=O)O)c1C(N)=O (stereo not given)	-1.8%
COc1cccc(NC(=S)N2CCN(c3cc(Cl)cc(Cl)c3)CC2)n1	?
CC[C@H](Nc1ncnc2nc[nH]c12)c1oc2ccccc2c(=O)c1-c1cccc(F)c1	9.8%
O=C1CCCC2=C1C(c1[nH]ncc1Cl)N=C(Nc1nc3cc([S+](=O)([O-])N4CCOCC4)ccc3o1)N2 (stereo not given)	-2.7%[57.5 µM]
CN(C)c1cccc(NS(=O)(=O)c2ccc(NC(=O)Cc3ccc(Cl)c(Cl)c3)cc2)c1	12.2%[57.5 µM]
O=C(O)c1ccc(S(=O)(=O)N[C@H](Cc2ccc(O)cc2)C(=O)O)cc1	-5.1%
O=S(=O)(NCC1CN(S(=O)(=O)c2c(F)cccc2F)C1)c1ccc2c(c1)OCCO2	-4.5%
O=C(OCC#CCSc1nnc(-c2cccc3ccccc23)o1)c1sccc1Cl	-0.3%
C[C@@H](OC[C@@]1(c2ccccc2)CC[C@]2(CCC(=O)N2)CN1)c1cc(C(F)(F)F)cc(C(F)(F)F)c1	-12.0%
O=C(CCc1ccccc1)Nc1ncnc2c1C(c1ccccc1)c1c(ccc3ccccc13)O2 (stereo not given)	-3.3%
COc1ccc2c(c1)Oc1ncn(CCN3CCOCC3)c(=N)c1C2c1ccc(OC)c(OC)c1 (stereo not given)	25.5%
Clc1cccc(-c2ccc3ncnc(NCc4ccc5c(c4)OCO5)c3c2)c1	-5.9%
CC(C)(C)OC(=O)N1CCN(c2ccc(NCc3ccc(-c4ccc(C#N)cc4)o3)nc2)CC1	-12.4%
O=C(CCCc1ccc2cccnc2n1)NCc1cc(-c2ccc(F)c(C(F)(F)F)c2)no1	-9.5%[57.5 µM]
O=C(Nc1ccc2ccccc2c1)Nc1nnc(-c2ccc(Cl)cc2Cl)s1	-18.8%
COc1cccc(C2c3c(ncn(-c4ccccc4)c3=N)Oc3ccc4ccccc4c32)c1OC (stereo not given)	-12.7%
O=C([C@@H](Cc1ccc(O[S+](=O)([O-])c2cccnc2)cc1)N[S+](=O)([O-])c1cccc2cccnc12)N1CCN(c2ccccc2)CC1	5.5%
